IMPase Li inh: qHTS Assay for Identifying the Cell-Membrane Permeable IMPase Inhibitors: Potentiation with Lithium. CHO-M1 cells, IP1 TR-FRET (IP-One), carbachol + lithium. Potency, µM (titrated, usually from 59.4 µM), without a hit: at the top dose activity, negative = IMPase inhibition, usual class: inhibitors. actives 0.35% (n = 210,000);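 further: IP1 builds up when IMPase is blocked and the TR-FRET signal falls; plate controls were basal vehicle for no effect and high inhibitor control for full effect; nearly all actives have a fitted effect of over 50% in size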
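CHO-M1, 2000 cells/well, 16–30 h culture; cpd + low Li+, 30 min 37C; lysis with d2-IP1/Eu-anti-IP1 Ab, 10 min RT; TR-FRET 665/620 ratio and 620 channel; AC50 via Hill.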
RGS12 GoLoco inh: qHTS Assay for Inhibitors of RGS12 GoLoco Motif Activity (Red Fluorophore) | Potency, µM (doses to about 61.6 µM), for the others: at the highest dose activity, negative = inhibition, usual class: inhibitors | Gai1:RGS12 GoLoco peptide FP, rhodamine, 10 min | Guanine nucleotide-binding protein G(i) subunit alpha-1 (Homo sapiens), P63096 | actives 0.44% (n = 230,000); active means well fitted inhibition curve with a large enough effect, not every such curve was filed as active; inactive means no such curve, though single readings can be large or run the other way; further: on the % scale 0 is the no-effect control and ±100 the full control effect; nearly all actives have a fitted effect of over 30% in size; many of its hits are not listed in these tables
Target sequence (P63096 whole entry, looked up): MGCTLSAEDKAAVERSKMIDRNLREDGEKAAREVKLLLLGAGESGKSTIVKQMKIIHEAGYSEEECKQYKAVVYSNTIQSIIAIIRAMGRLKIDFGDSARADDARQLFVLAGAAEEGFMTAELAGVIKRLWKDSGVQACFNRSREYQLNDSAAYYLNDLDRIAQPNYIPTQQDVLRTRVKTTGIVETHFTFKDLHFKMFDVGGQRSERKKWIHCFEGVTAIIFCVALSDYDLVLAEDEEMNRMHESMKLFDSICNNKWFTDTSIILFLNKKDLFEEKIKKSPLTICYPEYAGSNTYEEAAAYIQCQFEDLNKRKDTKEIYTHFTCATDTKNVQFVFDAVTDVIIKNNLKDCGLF
GAA inhib: qHTS Assay for Inhibitors of Human alpha-Glucosidase as a Potential Chaperone Treatment of Pompe Disease; Lysosomal alpha-glucosidase (Homo sapiens), P10253; purified human GAA, 4-MU-alpha-glucoside fluorescence; actives 0.005% (n = 200,000); Potency, µM (doses to about 76.9 µM), for inactives: at the highest dose activity change, negative = inhibition, actives largely listed as inhibitors;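 further: plate controls were uninhibited enzyme wells for no effect and no-enzyme background for full effect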
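Enzyme (4 nM final) mixed with compound (up to 77 uM), then 4-MU-alpha-D-pyranoside (400 uM final) added; 20 min at room temperature, pH 5.0. Reaction stopped at pH 10, fluorescence read, AC50 derived by Hill fit.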
GAA glycogen: qHTS Assay for Inhibitors and Activators of Human alpha-Glucosidase Cleavage of Glycogen; recombinant GAA, glycogen substrate, Amplex Red glucose oxidase fluorescence; Potency, µM (titrated, usually from 76.4 µM), for inactives: at the highest dose activity change, negative = inhibition, hits mostly inhibitors; actives 0.38% (n = 300,000); AID 2100, 2009;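 further: 0% = full enzyme reaction and -100% = no-enzyme basal signal; the screen sought inhibitors and activators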
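Recombinant human alpha-glucosidase (4 nM final) hydrolysed bovine liver glycogen (30 ug) for 40 min at 37 C in pH 5.0 citrate/phosphate with 0.01% Tween-20. Released glucose detected by glucose oxidase/Amplex Red, Ex 573/Em 610 nm. Compounds up to 77 uM; AC50 from Hill fits.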
aGlu spleen mod: qHTS Assay for Inhibitors and Activators of Human alpha-Glucosidase From Spleen Homogenate. Lysosomal alpha-glucosidase (Homo sapiens), P10253. actives 0.006% (n = 240,000). human spleen homogenate, 4-MU-alpha-glucoside fluorescence. Potency, µM (series often up to 79.9 µM), for inactives: at the top dose activity change, negative = inhibition, usual class: inhibitors;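 further: 0% = enzyme with vehicle and -100% = no enzyme basal signal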
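Human spleen homogenate (1 ug) incubated with compounds and 1 mM 4-methylumbelliferyl-alpha-D-glucopyranoside in pH 5.0 citrate/phosphate buffer, 37 C, 40 min. Stopped at pH 10; 4-MU fluorescence (Ex 365/Em 440 nm); AC50 by Hill fit.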
HTT cytoprotect: qHTS Multiplex Assay to Identify Dual Action Probes in a Cell Model of Huntington: Cytoprotection (ATP) | Potency, µM (series often up to 56.4 µM), inactives show cytoprotection (ATP increase), actives largely listed as activators | actives 0.14% (n = 230,000) | PC12 HTT-Q103 induced, cytoprotection, ATP luminescence, 40 h;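 further: % of control where 0% means no effect; nearly all actives have a fitted effect of over 45% in size; toxic huntingtin expression switched on by the ecdysone agonist tebufenozide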
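ATP quantification (ATPlite) reports survival of PC12 cells in which tebufenozide, 100 nM final, switches on Htt exon 1 with 103 glutamines linked to GFP; compounds are titrated.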
HttQ103 aggreg: qHTS Multiplex Assay to Identify Dual Action Probes in a Cell Model of Huntington: Aggregate Formation (GFP); actives 1.1% (n = 220,000); Potency, µM (doses to about 46.1 µM), inactives show at the top dose activity change, negative = inhibition, most hits filed as inhibitors; PC12 HttQ103-GFP aggregates, Acumen cytometry, 40 h; further: on the % scale 0 is the no-effect control and ±100 the full control effect; nearly all actives have a fitted effect of over 60% in size
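Ecdysone-promoter PC12 model expressing HTT exon 1 Q103 fused to GFP, induced by tebufenozide at 100 nM final. Compounds titrated; aggregates sized 1–25 µm scored on a 488 nm laser cytometer.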
Starred values were filed as active, the others as inactive; ? = inconclusive; . = no result given; & = joins results of further samples; [ ] = dose if it differs, or a comment. Unless noted, the call rests on the fitted dose curve; in most records, active means well fitted curve in the direction sought with a large enough effect; inconclusive means small, poorly fitted or top-dose-only effect, or another doubt; inactive means no such curve, though single readings can be large; an effect the other way counts as inactive or inconclusive. Potency means the concentration at half of the fitted maximal effect. This is a subset, so the mix of outcomes need not match the whole.

SMILES	IMPase Li inh	RGS12 GoLoco inh	GAA inhib	GAA glycogen	aGlu spleen mod	HTT cytoprotect	HttQ103 aggreg
O=C(NCc1cccs1)C(=O)c1cn(CC(=O)N2CCCC2)c2ccccc12	3%	-6%	-6%	9%	-12%	-42%[inhibitor]	4%
COc1ccc(C(=O)NC(=S)Nc2nnn(C)n2)cc1	-6%	-1%	-2%	-5%	10%	4%[10 µM]	8%
COC(=O)N/N=C(C)\C=C\c1ccco1	2%	-5%	2%	1%	-7%	25%[10 µM]	3%
Cc1ccc(S(=O)(=O)Nc2ccc3nc(C)sc3c2)cc1	11%[38.3 µM]	-2%	0%	2%	-13%	-48%[inhibitor]	14µM*
Cc1nc(NC(=O)C2CCCC2)sc1Cc1ccc2c(c1)OCO2	17%	0%	0%	-1%	-17%	.	-2%
CC1CCCCC1NC(=O)COc1ccc(-n2cnnn2)cc1 (stereo not drawn)	22%[38.3 µM]	-16%	-1%	4%	-20%	-3%	10%
Cc1cccc(C)c1N1CCN(c2n[nH]c(N)n2)CC1	-4%	0%	?	?	-3%	-16%	-4%[9.22 µM]
O=[N+]([O-])c1cc(S(=O)(=O)C(F)(F)F)ccc1Sc1nc2ccccc2s1	26%[38.3 µM]	-2%	?	-5%	-11%	-76%[inhibitor]	-15%[9.22 µM]
O=S(=O)(NCCc1csc(-c2cccnc2)n1)c1ccc2c(c1)OCCO2	19%[38.3 µM]	0%	2%	2%	-11%	3%[10 µM]	4%
O=C(NCCc1ccccc1)C(=Cc1ccc(C(=O)O)cc1)C(=O)NCCc1ccccc1	-6%	-2%	2%	7%	2%	-2%[10 µM]	?
CC(=O)Nc1ccc(NC(=O)COc2ccc([N+](=O)[O-])cc2)cc1	-3%	8%	5%	4%	-1%	0%	-3%
CCN1CCN(C(=O)c2c(-c3c(F)cccc3Cl)noc2C)CC1	-7%[38.3 µM]	3%	-4%	11%	-1%	-16%	15%[9.22 µM]
O=C(O)c1c2c(nc3ccccc13)/C(=C/c1ccc(O)cc1)CC2	4%	2%	?	-27%	5%	-149%[inhibitor]	-3%
Nc1c(C(=O)Nc2ccc(S(=O)(=O)N3CCCC3)cc2)sc2nc3ccc(OC(F)(F)F)cc3cc12	-2%	121%[activator]	-2%	-9%	-4%	-6%[10 µM]	?
C=CCc1ccc(OC(=O)c2ccccc2)c(OC)c1	-4%&-1%	-2%&7%	.	1%	-5%&-1%	-16%[10 µM]	-1%[9.22 µM]
Cc1ccc(C(=O)COC(=O)c2cccs2)cc1	1%	1%	3%	-3%	1%	2%[10 µM]	-11%
COc1ccccc1CNc1ncnc2c1cnn2-c1ccccc1	.	-12%	.	0%	0%	21%[10 µM]	1%[9.22 µM]
Cc1cc(S(=O)(=O)n2ccnc2)c(Cl)cc1Cl	0%	8%	7%	-6%	3%	-62%[inhibitor][10 µM]	?
Cc1ccc(Nc2ccc(C(=O)N3CCCC3)cn2)c(C)c1	14%[38.3 µM]	5%	-14%	2%	-3%	14%	-31%
Cc1ccccc1C(=O)N1CCC(C(=O)Nc2ccc(S(=O)(=O)N3CCCC3)cc2)CC1	11%[38.3 µM]	-21%	-10%	-2%	-3%	15%[10 µM]	1%
CCCCN(CC)CCNC(=O)Cn1cnc2sc(C)c(S(=O)(=O)N3CCOCC3)c2c1=O	2%	4%	-10%	-6%	-1%	19%[10 µM]	-7%
COc1ccc(CNC(=O)[C@H](C)[C@H]2C[C@]2(C)[C@H](NC(=O)OCc2ccccc2)c2ccccc2)cc1OC	8%	1%	.	.	-27%	-13%	.
CCOc1ccc(/C=N/N2C(=O)C(CC(=O)Nc3ccc(F)cc3F)SC2=NC)cc1OC (stereo not drawn)	12%	14%	-2%	-7%	4%	.	16%
COc1ccc(/C=N/Nc2ncc(Br)cn2)c(OC)c1	3%	10%	7%	-6%	0%	3.5µM*	?
CCOC(=O)CCNC(=O)Nc1ccc2nc(C)n(Cc3ccccc3Cl)c(=O)c2c1	22%	21%	-6%	-26%	6%	-11%[10 µM]	?
CN(CCCNC(=O)C1CCN(S(=O)(=O)c2cccc3nsnc23)CC1)Cc1ccccc1	8%[38.3 µM]	-4%	6%	-1%	-16%	-59%[inhibitor]	6%
CCC(C)(C(=O)NC1CCCC1)N(Cc1ccco1)C(=O)c1ccc2c(c1)OCO2 (stereo not drawn)	-1%[38.3 µM]	7%	4%	8%	-12%	-16%	7%
CCc1cc(SC#N)cc(CC)c1NC(=O)CCl	7%	-16%	0%	3%	1%	.	9%
Cc1cc(NS(=O)(=O)c2ccccc2)cc(Cl)c1O	2%[38.3 µM]	-54%	-11%	20µM*	-2%	-9%	?
COCc1nnc(NC(=O)c2ccc(S(=O)(=O)N(C)C3CCCCC3)cc2)o1	-7%[38.3 µM]	7%	-14%	7%	-6%	-19%	?
O=c1cc(CN2CCN(Cc3ccccc3)CC2)c2cc3c(cc2o1)CCC3	.	9%	.	4%	2%	6%[10 µM]	20%[9.22 µM]
CCCn1c(C)nc2c(N(CCN(C)C)Cc3ccccc3)nc(C)nc21	10%	-11%	.	.	-2%	1%	.
C=CCn1nnnc1-c1cccc(Cl)c1	15%	1%	-6%	6%	3%	-22%	19%
CCOC(=O)c1c(NC(=O)CSc2nnnn2-c2ccc3c(c2)OCO3)sc(C)c1C	0%[38.3 µM]	-1%	1%	3%	-1%	-21%[10 µM]	9%
CCOC(=O)C(CCCCOc1ccc([N+](=O)[O-])cc1)C(=O)OCC	15%[38.3 µM]	1%	-1%	-5%	-10%	-3%	1%
CC(=O)c1ccc(NC(=O)C2CCCN(S(=O)(=O)c3c(C)[nH]c(=O)[nH]c3=O)C2)cc1 (stereo not drawn)	7%	5%	-3%	6%	4%	-43%[10 µM]	13%
O=C(CCCCCN1C(=O)c2ccccc2C1=O)Oc1ccc2c3c(c(=O)oc2c1)CCC3	-5%	-15%	0%	1%	-1%	5%[10 µM]	-5%
C=CCc1cc(OC)ccc1OCC(O)CN1CCN(c2ccc(OC)cc2)CC1 (stereo not drawn)	1%[38.3 µM]	-16%&4%	-7%&6%	-10%&-2%	-11%&-9%	4%[10 µM]	?
Cn1c(=O)cc(C(=O)N/N=C/c2ccc(Cl)cc2)[nH]c1=O	.	18%	-1%	?	-2%	35%[10 µM]	-2%[9.22 µM]
CC(=O)Nc1sc(N/N=C/c2ccc(O)cc2)nc1-c1ccc(C)cc1	.	2%	.	?	5%	-13%[10 µM]	2%[9.22 µM]

Complete entries, looked up by structure:
Cn1c(=O)cc(C(=O)N/N=C/c2ccc(Cl)cc2)[nH]c1=O is entered as IMPase Li inh: .; RGS12 GoLoco inh: 18%; GAA inhib: -1%; GAA glycogen: ?; aGlu spleen mod: -2%; HTT cytoprotect: 35%[10 µM]; HttQ103 aggreg: -2%[9.22 µM]
Cc1cc(S(=O)(=O)n2ccnc2)c(Cl)cc1Cl is entered as IMPase Li inh: 0%; RGS12 GoLoco inh: 8%; GAA inhib: 7%; GAA glycogen: -6%; aGlu spleen mod: 3%; HTT cytoprotect: -62%[inhibitor][10 µM]; HttQ103 aggreg: ?

Other compounds follow.
SMILES	IMPase Li inh	RGS12 GoLoco inh	GAA inhib	GAA glycogen	aGlu spleen mod	HTT cytoprotect	HttQ103 aggreg
CC(O)CNc1cnccn1 (stereo not drawn)	-11%	4%	2%	6%	3%	3%	16%
CC1CCc2sc(C(=O)Nc3ccc(C(N)=O)cc3)cc2C1 (stereo not drawn)	.	4%	-3%	6%	-8%	5%[10 µM]	4%[9.22 µM]
CC(=O)Sc1nc(-c2ccccc2)[nH]c1S(=O)(=O)c1ccc(C)cc1	3%	-3%	-7%	14%	2%	-12%	?
Cc1ccc(C)c(NC(=O)CN(C)S(=O)(=O)c2cccc3cccnc23)c1	.	8%	.	6%	2%	-6%[10 µM]	-3%[9.22 µM]
O=C(NCCCc1ccccc1)Nc1cccc(Cl)c1	30%	-6%	3%	3%	-4%	-95%[inhibitor][10 µM]	?
COc1cc(-c2nc(-c3ccc(-c4ccccc4)nc3OC)no2)cc(OC)c1OC	-7%[38.3 µM]	6%	-5%	1%	-14%	-15%	-4%
N#C/C(=C\c1ccc(O)c(O)c1)C(=O)NCCCc1ccccc1	12%&46%&14%	4%&-7%&6%	5%[15.4 µM]	?	-5%&-1%&-17%	-7%	-26%
O=c1nc(SCc2ccccc2Cl)nc(-c2ccc(Cl)cc2)[nH]1	.	2%	.	3%	0%	3%[10 µM]	11%[9.22 µM]
C/C(N)=C(/C#N)C(=O)COC(=O)c1ccc(C#N)cc1	-2%	5%	9%	-3%	-1%	-11%	6%
O=c1c([N+](=O)[O-])cc(C(F)(F)F)cn1Cc1c(Cl)cccc1Cl	-5%[38.3 µM]	-4%	1%	15%	-3%	4%	9%
Cc1scc(C(=O)NCc2ccco2)c1-c1ccccc1	16%[38.3 µM]	108%[activator]	-9%	-3%	-4%	-21%	6%
CCOc1cccc2cc(C(N)=O)c(=NCc3ccccc3)oc12	-3%[38.3 µM]	-4%	-2%	1%	2%	-21%	11%
Nc1nc2ccccc2n1/N=C/c1ccc(Br)cc1	16%[38.3 µM]	15%	?	-4%	-4%	-11%[10 µM]	-6%
COc1cc(CC(=O)O)ccc1O	20%&8%	-10%&6%&8%	.	?	-7%&5%&1%	-2%	-22%[9.22 µM]
c1ccc2cc(Sc3ncnc4c3oc3ccccc34)ccc2c1	7%[38.3 µM]	-5%	12%	4%	2%	1%	-5%
CC(=O)Nc1ccc(Oc2cnccn2)cc1	.	.	2%	-5%	3%	5%[10 µM]	1%
Cc1cccc(C(c2c(C)nn(-c3ccccc3)c2N)c2c(C)nn(-c3ccccc3)c2N)c1	6%	-18%	-7%	-12%	-13%	14%[1.9 µM]	-15%
O=C(NCCSc1c[nH]c2ccccc12)c1ccc(Br)o1	8%	5%	-16%	0%	-17%	29%[10 µM]	-6%
O=C1c2ccccc2NC(c2ccc(-c3ccc(Br)cc3)o2)N1O (stereo not drawn)	-6%[38.3 µM]	11%	-3%	?	-3%	-52%[inhibitor]	?
